# Compound activity as filed in PubChem BioAssay.
# Yp Topo-I inh: Yersinia pestis topoisomerase I inhibitors, primary screen, biochemical, cleavage product accumulation, plate reader, single point; DNA topoisomerase I (Yersinia pestis CO92); Y. pestis Topo-I cleavage product accumulation; activity, % at 10 µM; 360,000 tested, 0.064% active; in the data active = activity above about 50%, passing the limit was not always enough; inconclusive = no clear call, values can overlap the other calls; also: inactives centre near 2
# SSB-PriA inh: inhibitors of Klebsiella pneumoniae PriA binding to SSB C-terminal tail, primary screen, biochemical, AlphaScreen; AID 1272365, 2023; PriA–SSB C-terminal tail interaction (Klebsiella pneumoniae); 430,000 tested, 0.6% active; inhibition, % at 33 µM; AlphaScreen SSBct-PriA binding, biotinylated peptide; in the data active = inhibition mostly above about 37%, no sharp cut-off; inactive = mostly below about 20%;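 also: plate controls were negative control peptide for no effect and reference peptide for full effect; strong numbers were not always called active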
# SARS 3CLpro inh: SARS-CoV 3CLpro protease inhibitors, primary screen, biochemical, quenched FRET. Replicase polyprotein 1ab (Severe acute respiratory syndrome coronavirus), P0C6X7. recombinant SARS-CoV 3CLpro, quenched FRET peptide cleavage. inhibition, % at 6 µM. 290,000 tested, 0.14% active. AID 1706, 2009; in the data active = inhibition above about 12%
# PfHsp40 rescue: rescue of yeast from PfHsp40 toxicity, primary screen, S. cerevisiae, ATP luminescence; S. cerevisiae expressing PfHsp40, growth rescue; growth rescue, % at 12.5 µM; 340,000 tested, 0.68% active; AID 504582, 2011; in the data active = growth rescue above about 28%, passing the limit was not always enough; inconclusive = no clear call, values can overlap the other calls;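 also: yeast W303a lacking pdr1 and pdr3 grown in galactose medium; growth measured after three days at 30 °C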
# Anthrax LF inh2: Bacillus anthracis LF protease inhibitors, primary screen, biochemical, multiplex microsphere, MLPCN library; Lethal factor (Bacillus anthracis), P15917; multiplex microsphere protease cleavage assay; inhibition, % at 10 µM; 360,000 tested, 0.12% active; AID 588501, 2011; also: plate controls were buffer without enzyme for full effect and enzyme alone for no effect
# Target sequence (P15917 whole entry, looked up): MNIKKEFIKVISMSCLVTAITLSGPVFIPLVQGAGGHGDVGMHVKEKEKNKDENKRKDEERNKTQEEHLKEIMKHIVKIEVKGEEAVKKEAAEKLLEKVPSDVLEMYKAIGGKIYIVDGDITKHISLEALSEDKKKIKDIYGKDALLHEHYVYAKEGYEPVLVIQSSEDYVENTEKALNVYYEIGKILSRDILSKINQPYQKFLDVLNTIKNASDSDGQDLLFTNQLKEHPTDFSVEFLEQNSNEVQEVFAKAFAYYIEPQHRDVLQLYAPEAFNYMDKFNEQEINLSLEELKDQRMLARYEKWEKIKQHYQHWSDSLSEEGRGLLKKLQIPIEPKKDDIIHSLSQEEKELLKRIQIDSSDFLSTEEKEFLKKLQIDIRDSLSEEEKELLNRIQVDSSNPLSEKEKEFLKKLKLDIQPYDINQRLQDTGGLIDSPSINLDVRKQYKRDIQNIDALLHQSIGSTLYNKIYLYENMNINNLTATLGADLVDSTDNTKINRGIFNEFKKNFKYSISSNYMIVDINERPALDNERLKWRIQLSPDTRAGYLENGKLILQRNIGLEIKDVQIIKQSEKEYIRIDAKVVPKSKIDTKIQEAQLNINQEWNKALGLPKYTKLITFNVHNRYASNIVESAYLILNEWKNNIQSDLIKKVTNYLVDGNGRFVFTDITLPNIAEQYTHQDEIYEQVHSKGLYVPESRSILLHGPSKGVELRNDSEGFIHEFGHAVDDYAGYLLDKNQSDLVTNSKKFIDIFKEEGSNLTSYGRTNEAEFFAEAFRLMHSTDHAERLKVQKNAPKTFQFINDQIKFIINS
# Vc quorum ag: inducers of Vibrio cholerae quorum light production without autoinducers, primary screen, BH1578 luxS cqsA deficient, single point. V. cholerae BH1578 lux reporter, luminescence, 6 h. activation, % at 18.7 µM. 350,000 tested, 0.16% active; in the data active = activation mostly above about 9.7%, no sharp cut-off; inconclusive = no clear call, values can overlap the other calls; inactive = mostly below about 3.7%; also: not every result past the cut was called active; inactives centre near 0; reference of the scale not given here
# TcdB inh: TcdB glycohydrolase inhibitors, primary screen, biochemical, single point, plate reader. inhibition, % at 9.99 µM. 350,000 tested, 0.24% active. TcdB glycohydrolase enzymatic assay; in the data active = inhibition above about 10%
# BoNT-A LC inh2: BoNT/A light chain protease inhibitors, primary screen, biochemical, flow cytometry, MLPCN library. inhibition, % at 10 µM. 360,000 tested, 0.17% active. Botulinum neurotoxin type A light chain protease (Clostridium botulinum A str. ATCC 3502). multiplex microsphere protease substrate cleavage; also: plate controls were buffer without enzyme for full effect and enzyme alone for no effect
# PrPC TRFRET: inhibitors of human cell surface prion protein PrPC, primary screen, cell-based, TR-FRET; Major prion protein (Homo sapiens), P04156; TR-FRET read-out; inhibition, % at 13.8 µM; 370,000 tested, 0.43% active; AID 720596, 2013; in the data active = inhibition above about 24%; also: 0% = median of the test wells and 100% = reference compound wells
# * marks the source's active call; other numbers are inactive results; i = inactive; ? = inconclusive; . = not tested or not shown; & = joins results of further samples. Rule as the data show it, unless noted: active = inhibition above about 30%; inconclusive = no clear call, values can overlap the other calls; inactive = below that. Some of the compounds tested; count on the stated rates, not on these rows.
SMILES,Yp Topo-I inh,SSB-PriA inh,SARS 3CLpro inh,PfHsp40 rescue,Anthrax LF inh2,Vc quorum ag,TcdB inh,BoNT-A LC inh2,PrPC TRFRET
COc1ccc2cc(C(=O)C3CCCN(C(=O)C4=NN(C)C(=O)CC4)C3)ccc2c1 (stereo not given),13,4,0,1.4,2,-0.9,-1.5,-1.2,-6
O=C(O)C(=Cc1ccnc2ccccc12)C(=O)O,6,.,.,.,-5,-0.7,0.7,-0.5,-4
O=C1C=C2c3ccccc3CC(C(=O)O)C2CC1 (stereo not given),.,.,.,.,-2,.,0.2,0.6,11
Cc1ccc(CN2CCNC(=O)C2CC(=O)NCCCn2nnc3ccccc32)cc1 (stereo not given),6,.,.,.,-3,i,0.9,0.8,-7
COc1ccc(CN(C)S(=O)(=O)c2nnc(NC(=O)c3cccc(F)c3)s2)cc1OC,1,-8,2,0.4,-2,i,0.4,-3.2,-2
C=CCCC(=O)N1CCCC(C(=O)c2cccc(OC)c2)C1 (stereo not given),3,-14,-7,-0.8,-8,-0.3,-0.2,2.2,0
Cc1noc(C)c1NC(=O)N(C)C[C@@H]1Oc2ncc(Br)cc2C(=O)N([C@@H](C)CO)C[C@H]1C,1,.,.,.,0,-1.1,0.1&-0.3,-0.5,-2
O=C(COC(=O)CCC(=O)c1ccccc1)NCCc1ccccc1,2,-5,.,-1.3,-1,-5.6,0.9,1.9,8
O=C(NC(=S)NC1CCCc2ccccc21)c1ccco1 (stereo not given),2,-12,2,6.2,6,0.2,-1.5,-2.2,-7
COc1cc(C2CC(=O)Nc3cc(C)c(C)cc32)cc(OC)c1OC (stereo not given),10,-17,4,-0.6,0,-0.3,.,0.0,8
Cc1ccc2c(c1)N(C(=O)CCC(=O)N1CCCCC1)CCO2,-2,-8,-3,0.3,0,-0.2,0.2,-0.1,2
CCN1C[C@@]2(COC)C3[C@@H](OC)[C@H]4[C@@H]1[C@@]3(C1C[C@@]3(O)[C@H](OC(=O)c5ccccc5)C1[C@]4(OC(C)=O)[C@@H](O)[C@H]3OC)[C@@H](OC)C[C@H]2O (stereo not given in full),0,-5,.,.,-5,-0.3,.,-0.2,.
CC(NC(=O)/C(=C/c1ccc(OC(F)F)cc1)c1ccccc1)c1ccccc1 (stereo not given),-3,-29,5,5.1,-1,i,0.9,0.4,6
O=C(O)c1cccnc1C(=O)N1CCc2c([nH]c3ccccc23)C1C(F)(F)F (stereo not given),-8,0,4,.,-6,-1.2,-4.1,0.8,-2
OC[C@@H]1CN(Cc2ccco2)C[C@H](n2cnc3c(NCc4ccc(F)cc4)ncnc32)O1,7,.,.,.,-2,-3.3,1.5,-0.5,-6
O=C(Nc1cccc(-c2cccc(F)c2)c1)C1CCN(C2CCC2)CC1,-14,7,-5,0.0,-3,i,1.5,-4.0,-7
Clc1ccc(Oc2ccccc2)c2ncccc12,11,-18,0,1.7,4,-0.6,0.9,-1.2,1
CCCc1nnc(NC(=O)c2ccc([N+](=O)[O-])cc2)s1,-2,-8,-7,0.6,1,0.1,.,-1.4,-2
COc1ccc(Nc2ccc(S(=O)(=O)N3CCCCCC3)cc2[N+](=O)[O-])cc1,31,46*,2,-1.0,-3,-0.4,.,-0.8,-5
O=C(NCc1nc(-c2ccc(Cl)cc2)no1)c1ccco1,4,-13,3,-0.7,5,i,-1.7,-2.6,8
CCc1ccc(N2CC(C(=O)OCC(=O)Nc3ccc(C(C)=O)cc3)CC2=O)cc1 (stereo not given),29,-15,.,1.0,4,0.2,-0.1,1.2,-7
O=C(c1ccco1)N1CCN(Cc2cc(=O)c(OCc3c(F)cccc3Cl)co2)CC1,2,0&7,.,-0.3,-3,-0.7,0.2,0.5,-3
Cc1ccccc1N(C(=O)Cc1ccsc1)C(C(=O)NC1CCCCC1)c1ccc(F)cc1 (stereo not given),6,-3,-1,1.9,2,i,0.3,1.7,-2
CC1CC(C)CN(C(=O)Cn2c(=O)oc3cc(S(=O)(=O)N4CCCC4)ccc32)C1 (stereo not given),-7,-9,10,-0.5,2,i,2.0,0.7,-4
C[C@H](CO)N1C[C@H](C)[C@@H](CN(C)C(=O)Nc2ccccc2)Oc2ncc(-c3ccc(C#N)cc3)cc2C1=O,4,.,.,.,3,i,0.2&-1.1&-0.5,-0.4,-10
Cc1[nH][nH]c(=O)c1C(c1ccc(-c2ccccc2C(=O)O)o1)c1c(C)[nH][nH]c1=O,10,5,4,0.5,0,-0.3,-6.5,-0.2,-6
CCCC/C(O)=C1\C(=O)CCCC1=NCCc1c(C)[nH]c2ccccc12,5,.,0,0.0,-6,-0.6,0.2,-0.2,9
CN(CC(O)COCc1cccs1)C1CCCCC1 (stereo not given),1,8,-2,-1.1,-8,5.6,.,0.4,3
O=C(Nc1ccnc(=O)[nH]1)c1sc2ccccc2c1Cl,3,-6,-3,0.3,-5,0.6,0.7,0.0,6
Oc1ccc(C2C[C@H]3CC[C@@H]2C3)cc1O (stereo not given in full),-5,19,5,13,13,i,0.0,0.0,-6
CCOC(=O)CN1C(=O)C(Sc2n[nH]c(-c3ccc(O)cc3)n2)CCc2ccccc21 (stereo not given),-1,-10,0,4.1,2,-0.5,.,0.4,8
CC(=O)c1ccc(Sc2ccccc2)c([N+](=O)[O-])c1,-11,19,3,17,.,-1.0,2.1,.,3
CCCS(=O)(=O)N1CCCC(C(=O)NCc2ccc(C)cc2)C1 (stereo not given),2,-10,-7,-0.9,-2,12,.,0.1,5
CCCCc1nc2cc(C(=O)NC(C)c3cnn(C)c3)ccc2o1 (stereo not given),2,-1,-1,-0.8,-1,0.8,1.3,-0.4,1
CC(=O)Nc1ccc(S(=O)(=O)NCC(=O)OCC(=O)NC(=O)c2cccn2C)cc1,2,-7,2,0.8,-6,i,0.5,-1.6,4
CCOC(=O)c1sc(NN=C(C(=O)OC)C(=O)OC)c(C(=O)OCC)c1C,1,16,-2,-0.8,1,-0.1,0.9,1.3,-1
Cc1csc(NC(=O)CSc2nnc(-c3ccncc3)o2)n1,2,-9,0,-0.6,-4,-4.5,.,-0.3,-2
CC1(C(=O)O)CCC(C(=O)N2CCCCC2)C1(C)C (stereo not given),-3,-8,-6,1.4,-5,i,-0.4,-0.5,3
CC(O)(c1ccccc1)c1nc(-c2ccc(F)c(Cl)c2)cs1 (stereo not given),-5,.,.,.,-2,-1.2,0.1,0.1,-4
Cc1cc(C(=O)CN2C(=O)NC3(CCCc4ccccc43)C2=O)c(C)n1Cc1cccs1 (stereo not given),21,10,-6,1.0,2,i,.,-0.1,3
O=[N+]([O-])c1c(Nc2ccc(O)cc2)cc(N2CCOCC2)c2nonc12,-2,2,0,0.6,-3,-0.3,4.5,-0.3,-16
COc1cc(Cl)ccc1NC(=O)COc1ccccc1C(=O)NN,19,1,3,0.7,-5,i,1.5,-1.2,-1
O=C(COc1ccc(Cl)cc1)Nc1ncc([N+](=O)[O-])s1,1,11,-1,-0.2,3,-0.5,1.4,0.0,8
O=C(c1cc(C2CC2)nn1-c1ccccc1)N1CCN(c2ccc(O)cc2)CC1,-6,22,.,0.9,1,i,1.6,-3.5,9
Cc1cccc(C)c1NC(=O)CNc1ncnc2sc(C)c(C)c12,-4,-5,5,-0.7,-2,-0.3,.,0.5,5
COc1cc(O)cc(/C=C/c2ccccc2)c1,-8,-4,.,7.8,-5,i,3.1,-0.6,8
CCn1c(SC(C)C(=O)Nc2nnc(C)s2)nnc1-c1ccco1 (stereo not given),-5,-14,-2,0.3,-2,-0.4,0.7,-0.2,-2
COC(=O)[C@]12CCCCC=C1N(Cc1ccco1)C(=O)[C@H](CC(=O)NCc1cccc(C(F)(F)F)c1)C2,.,.,.,.,-1,.,2.0,-0.8,-9
Cc1oc2cc(O)ccc2c(=O)c1Oc1ccc(F)cc1,6,-15,-4,-0.2,1,-0.1,1.7,-1.0,0
COC(=O)c1cc(C(=O)N2CCOCC2)cc([N+](=O)[O-])c1,-2,-10,1,0.5,-3,-0.6,0.4,-0.2,-10

# The closing 4 compounds of the part above are carried over, then new ones follow:
SMILES,Yp Topo-I inh,SSB-PriA inh,SARS 3CLpro inh,PfHsp40 rescue,Anthrax LF inh2,Vc quorum ag,TcdB inh,BoNT-A LC inh2,PrPC TRFRET
CCn1c(SC(C)C(=O)Nc2nnc(C)s2)nnc1-c1ccco1 (stereo not given),-5,-14,-2,0.3,-2,-0.4,0.7,-0.2,-2
COC(=O)[C@]12CCCCC=C1N(Cc1ccco1)C(=O)[C@H](CC(=O)NCc1cccc(C(F)(F)F)c1)C2,.,.,.,.,-1,.,2.0,-0.8,-9
Cc1oc2cc(O)ccc2c(=O)c1Oc1ccc(F)cc1,6,-15,-4,-0.2,1,-0.1,1.7,-1.0,0
COC(=O)c1cc(C(=O)N2CCOCC2)cc([N+](=O)[O-])c1,-2,-10,1,0.5,-3,-0.6,0.4,-0.2,-10
CCOc1ccccc1NC(=O)Nc1ccc2c(c1)OCO2,-5,2,-1,-0.5,-5,i,-2.1,-1.8,10
CCC(=O)Nc1nnc(/C=C/c2ccccc2)s1,1,-9,-1,0.8,-9,i,0.2,-1.1,-12
CCOC(=O)c1ccc(NC(=O)CNNC(=O)COc2ccccc2C)cc1,27,-5,.,2.0,1,-0.8,-0.3,-0.6,3
CCCS(=O)(=O)NC(=O)C1(C)CCCN(C(=O)c2cccnc2Oc2ccccc2)C1 (stereo not given),2,.,.,.,4,-0.4,0.7,-0.2,1
CN(C(=O)c1ccc(S(=O)(=O)c2cccc(Cl)c2)c([N+](=O)[O-])c1)C1CCCCC1,7,5,6,1.0,-6,i,.,0.1,5
Cc1ccc(NC(=O)C(=O)c2c(-c3ccccc3)cc3ccccn23)cc1S(=O)(=O)N1CCOCC1,-12,25,2,2.3,12,-0.5,.,2.3,-14
COC(=O)Nc1cc([N+](=O)[O-])ccc1OC,4,-6,1,-1.0,1,0.0,-1.2,0.3,-2
COc1ccc(N(C(=O)c2csnn2)C(C(=O)NC2CCCC2)c2ccccc2)cc1 (stereo not given),5,-4,-2,2.0,-1,i,-1.3,0.6,4
Cc1cc(NC(=O)c2cncc(Br)c2)ccc1NC(=O)c1cc2ccccc2o1,27,-4,0,-0.5,3,4.2,0.3,1.0,-7
CN(C)c1ccc(NC(=O)CSc2nnc(-c3cccs3)n2Cc2ccco2)cc1,1,48,3,-1.5,-7,-0.9,.,?,-4
CCOc1ccc(C(=O)NNC(=O)c2cc(S(=O)(=O)N3CCOCC3)ccc2Cl)cc1,1,-1,.,0.9,-1,0.0,4.3,4.6,-2
CCOC(=O)C(=O)Nc1ccc(OCc2ccccc2)cc1,-1,3,1,1.5,-7,-4.3,2.4,-0.5,4
CCOC(=O)c1ccccc1NC(=O)CSc1ccccc1,16,-30,2,0.7,0,i,.,0.1,-2
Cc1ccc(OCCNc2ccc(C(F)(F)F)cc2[N+](=O)[O-])cc1,-2,-4,-2,0.4,-2,-0.3,.,-1.0,4
CCCCc1c(O)c2ccccc2n(CCCC)c1=O,13,0,-1,-1.4,-2,-2.1,.,-0.9,9
